PME-1 inh: PME-1 inhibitors via competitive probe labeling, primary screen, biochemical, fluorescence polarization, FP-Rh probe, HTS; 320,000 compounds, 0.53% hits; Protein phosphatase methylesterase 1 (Homo sapiens), Q9Y570; recombinant PME-1; inhibition, % at 5.9 µM; AID 2130, 2009;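 active means inhibition above the campaign mean of all compounds plus 3 SD, cut at about 26% in these data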;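 further: competitive labeling of PME-1 active site by serine hydrolase directed probe; 0% = PME-1 with DMSO and 100% = wells lacking PME-1 enzyme; inhibitors block probe labeling so polarization falls and inhibition rises; many of its hits are not listed in these tables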
Target sequence (Q9Y570 whole entry, looked up): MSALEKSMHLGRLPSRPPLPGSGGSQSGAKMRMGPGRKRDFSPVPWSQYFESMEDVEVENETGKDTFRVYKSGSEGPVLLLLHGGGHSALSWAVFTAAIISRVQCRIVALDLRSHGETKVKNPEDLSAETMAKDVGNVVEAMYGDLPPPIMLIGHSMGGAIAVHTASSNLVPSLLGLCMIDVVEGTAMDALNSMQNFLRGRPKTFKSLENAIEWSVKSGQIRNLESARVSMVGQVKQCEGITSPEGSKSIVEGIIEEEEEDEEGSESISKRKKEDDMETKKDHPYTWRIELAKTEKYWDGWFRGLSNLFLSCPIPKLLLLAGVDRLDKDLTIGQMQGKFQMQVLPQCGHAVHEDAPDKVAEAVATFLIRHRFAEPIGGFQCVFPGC
PAD4 inh: human PAD4 inhibitors, primary screen, biochemical, fluorescence polarization, 1536-well format | Protein-arginine deiminase type-4 (Homo sapiens), Q9UM07 | recombinant PAD4, RCA probe fluorescence polarization | inhibition, % at 6.36 µM | 330,000 compounds, 0.41% hits;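 active means percent inhibition above a cutoff equal to the mean of all tested compounds plus 3 SD, cut at about 15% in these data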;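 further: 0% = PAD4 with RCA probe and DMSO and 100% = probe without PAD4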
PAFAH1B3 FP inh: PAFAH1B3 enzyme inhibitors, primary screen, biochemical, fluorescence polarization, human; recombinant PAFAH1B3, FP-rhodamine probe; inhibition, % at 3.39 µM; 340,000 compounds, 0.28% hits; AID 492972, 2010;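 active means inhibition above the screen-wide average of all tested compounds plus 3 SD, cut at about 25% in these data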;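 further: 0% = enzyme with DMSO only and 100% = wells lacking PAFAH1B3 protein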
Target sequence (Q15102 whole entry, looked up): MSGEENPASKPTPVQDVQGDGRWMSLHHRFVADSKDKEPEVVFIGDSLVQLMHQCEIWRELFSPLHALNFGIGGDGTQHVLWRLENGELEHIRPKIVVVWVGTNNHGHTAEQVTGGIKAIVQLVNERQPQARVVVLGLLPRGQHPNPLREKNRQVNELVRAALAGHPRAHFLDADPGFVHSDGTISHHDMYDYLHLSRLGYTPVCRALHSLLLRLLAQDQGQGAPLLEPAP
PAFAH2 inh: PAFAH2 enzyme inhibitors, primary screen, biochemical, fluorescence polarization, human; Platelet-activating factor acetylhydrolase 2, cytoplasmic (Homo sapiens), Q99487; recombinant PAFAH2, FP-rhodamine activity probe; inhibition, % at 3.39 µM; 340,000 compounds, 0.99% hits;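 active means inhibition above the mean over all tested compounds plus 3 SD, cut at about 30% in these data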;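 further: inhibitors block probe labeling of enzyme so polarization drops; 0% = enzyme with DMSO and 100% = wells lacking PAFAH2 protein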
GSTO1 inh: inhibitors of recombinant GSTO1, primary screen, counter-screen for RBBP9 inhibitor project, biochemical, fluorescence polarization | Glutathione S-transferase omega-1 (Homo sapiens), P78417 | activity-based probe fluorescence polarization | inhibition, % at 5.96 µM | 300,000 compounds, 1.1% hits;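 active means inhibition above the campaign mean inhibition plus 3 SD, cut at about 35% in these data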;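 further: 0% = GSTO1-1 with DMSO and 100% = wells lacking GSTO1-1 enzyme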
PAFAH1B2 FP inh: PAFAH1B2 enzyme inhibitors, primary screen, biochemical, fluorescence polarization, human; Platelet-activating factor acetylhydrolase IB subunit alpha2 (Homo sapiens), P68402; recombinant PAFAH1B2, FP-rhodamine activity probe; inhibition, % at 3.39 µM; 340,000 compounds, 1.2% hits;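 active means inhibition above the mean of all tested compounds plus 3 SD, cut at about 24% in these data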;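 further: 0% = enzyme with DMSO and 100% = wells lacking PAFAH1B2; many of its hits are not listed in these tables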
Fam108B inh: mouse Fam108B serine hydrolase inhibitors, primary screen, counter-screen for RBBP9 inhibitor project, biochemical, fluorescence polarization | recombinant Fam108B, FP-Rh probe fluorescence polarization | inhibition, % at 9.51 µM | 300,000 compounds, 0.33% hits | AID 1947, 2009;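 active means inhibition above the screen mean inhibition plus 3 SD, computed separately per campaign, cut at about 18% in these data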;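 further: inhibitors lower polarization as less probe binds the enzyme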
pPAFAH FP inh: pPAFAH enzyme inhibitors, primary screen, biochemical, fluorescence polarization, human | recombinant pPAFAH, FP-rhodamine probe fluorescence polarization | AID 463082, 2010 | inhibition, % at 3.39 µM | Platelet-activating factor acetylhydrolase (Homo sapiens), Q13093 | 330,000 compounds, 1.5% hits;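 active means inhibition above the mean inhibition across the screen plus 3 SD, cut at about 25% in these data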;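 further: inhibitors block binding of the rhodamine activity-based probe so polarization drops; 0% = enzyme with DMSO and 100% = wells lacking pPAFAH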
LYPLA1 counter: LYPLA1 inhibitors, primary screen, counter-screen for PME1 inhibitor project, biochemical, fluorescence polarization, FP-Rh probe ABPP. AID 2174, 2009. 320,000 compounds, 0.16% hits. recombinant LYPLA1. Acyl-protein thioesterase 1 (Homo sapiens), O75608. inhibition, % at 5.9 µM;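 active means inhibition above the mean of all tested compounds plus 3 SD, set per campaign, cut at about 14% in these data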;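 further: inhibitors block serine hydrolase probe labeling of LYPLA1 so polarization falls; 0% = enzyme with DMSO and 100% = wells lacking LYPLA1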
Target sequence (O75608 whole entry, looked up): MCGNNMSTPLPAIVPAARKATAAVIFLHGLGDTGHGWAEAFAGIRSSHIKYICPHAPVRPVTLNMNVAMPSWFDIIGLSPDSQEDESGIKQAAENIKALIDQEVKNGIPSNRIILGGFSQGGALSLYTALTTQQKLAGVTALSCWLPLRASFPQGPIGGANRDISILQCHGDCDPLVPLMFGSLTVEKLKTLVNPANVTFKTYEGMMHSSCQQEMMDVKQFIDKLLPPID
The depositor's hits bear a star; nt = no result given.

SMILES	PME-1 inh	PAD4 inh	PAFAH1B3 FP inh	PAFAH2 inh	GSTO1 inh	PAFAH1B2 FP inh	Fam108B inh	pPAFAH FP inh	LYPLA1 counter
COc1ccnc(Oc2cccc(C(F)(F)F)c2)c1C(=O)N/C=N/OCc1ccccc1F	-3	3	-3	0	1	1	2	5	-5
CCn1c(SCC(=O)Nc2cccc(C(C)=O)c2)nnc1C(C)C	-3	-1	2	4	0	6	-2	1	2
OCCN1CCN(Cc2cccc(Oc3ccc(Cl)cc3)c2)CC1	10	-5	8	-6	1	-4	2	6	-2
Cn1c(=O)cc(OCCCC(=O)NCc2ccc3c(c2)OCO3)c2ccccc21	-3	4	-6	-1	-3	4	4	-3	0
CCOc1cc(NC(=O)C2CC2)c(OCC)cc1NC(=O)c1cccc(F)c1	5	5	-1	-4	3	-2	4	0	5
C=CCc1ccc(OCCCCN2CC(C)CC(C)C2)c(OC)c1 (centres undefined)	3	6	-3	-8	0	2	-1	-6	1
O=C(Cc1ccccc1)NCc1ccccn1	4	1	6	2	3	4	1	4	-1
COc1ccc(-n2c(-c3ccccc3)nnc2-c2ccc(Cl)cc2)cc1	-5	0	-6	8	-5	4	0	3	-4
COc1cc(C(=O)NCC(=O)OCC(=O)c2cccc3ccccc23)cc(OC)c1OC	-3	2	-6	21	3	-1	-4	16	-3
Cc1c(C(=O)O)cccc1-n1c(C)cc(/C=N/Nc2ccc([N+](=O)[O-])cn2)c1C	10	4	6	6	26	-2	4	17	0
CC1CC(OCC(O)C[N+]2(C)CCOCC2)CC(C)(C)C1 (centres undefined)	-3	-8	5	1	5	6	3	-3	1
Cc1csc(SCC(=O)NC(=O)NCc2ccccc2)n1	-3	0	4	15	3	3	1	3	2
CCOc1ccc(S(=O)(=O)N2CCN(C(=S)NC3CC3)CC2)cc1	3	-9	4	6	7	1	-3	-3	-1
COc1ccc(CNC(=O)C2CCCN(S(=O)(=O)c3ccc(Br)s3)C2)cc1 (centres undefined)	4	-3	2	2	30	12	-1	3	-2
COc1ccc(N2CCN(CCNC(=O)CCN3C(=O)COc4ccccc43)CC2)cc1	0	-2	17	-5	1	7	7	1	-3
Cc1nc(C)c(C(=O)C2=C(O)C(=O)N(CCN(C)C)C2c2ccccc2)s1 (centres undefined)	0	-2	-6	-7	-1	0	-4	1	1
O=C(NC1CCCCCCC1)C1=COCCO1	1	1	6	2	-6	6	-4	0	-2
Nc1nc2cc3ccccc3cc2[nH]c1=O	-8	-9	7	-4	0	4	6	0	4
O=C(CCS(=O)(=O)c1ccccc1)Nc1cccc(-c2nc3ccccc3s2)c1	-12	-1	2	-11	-11	-6	-14	4	-15
CC12CCC(C(=O)NC3CCCC3)(CC1=O)C2(C)C (centres undefined)	-1	3	6	-1	-3	1	2	4	2
Cc1cccc2c1nc(-c1ccccc1)n1nnnc21	4	-3	-4	-3	-3	-2	-5	6	-3
O=C(CCCCCN1C(=O)CCC1=O)NCc1ccccc1	2	-2	-4	-2	1	-4	0	4	0
C=COc1ccc(N2C(=O)c3ccccc3OC2C)cc1 (centres undefined)	-1	-3	10	1	5	0	8	0	-2
CCc1cccc(CC)c1NC(=O)COC(=O)C1(C)CC1(Cl)Cl (centres undefined)	6	-2	8	15	6	8	2	1	-3
CCOc1ncccc1C(=O)OCC(=O)Nc1nnc(-c2ccccc2)o1	1	0	0	3	0	-2	0	3	0
CCN(CC)C(=O)Oc1ccc(Cl)c2ccccc12	-2	1	9	8	5	-2	-1	7	2
CCN(CC)C(=S)NC(=O)c1cc(OC)c(OC)c(OC)c1	1	-1	11	-5	9	3	-2	4	-3
Cc1sc(N2CCN(S(=O)(=O)c3ccc4c(c3)NC(=O)CO4)CC2)nc1-c1ccccc1	9	-5	5	2	10	-3	2	6	0
C=CCn1c(SCc2c(C)noc2C)nc2ccccc2c1=O	3	-3	0	4	1	7	-3	3	-1
O=S1(=O)CC(N2CCOCC2)c2ccccc21 (centres undefined)	-2	-8	2	16	13	3	3	-4	3
CCCCCC(O)CCc1n[nH]c(=S)n1-c1ccccc1 (centres undefined)	-5	4	6	-4	-3	5	6	-1	3
O=C(Cn1cnc2c(nc3n2CCCCC3)c1=O)Nc1cccc(C(F)(F)F)c1	2	2	2	-6	-14	-2	1	2	-2
NS(=O)(=O)c1ccc(CCNC(=O)c2ccc(NC3=NC4CS(=O)(=O)CC4S3)cc2)cc1 (centres undefined)	-4	-1	4	-3	-1	2	1	3	-2
O=C(CN1C(=O)C2CC=CCC2C1=O)Nc1nnc(SCc2c(Cl)cccc2Cl)s1 (centres undefined)	-7	-3	0	78*	-13	9	-1	12	-1
Cc1ccc(NC(=O)c2ccc(OC(=O)COc3ccc(Cl)c(C)c3)cc2)cc1	5	-2	7	2	0	1	1	-1	-2
O=C(Nc1ccc(N2CCN(C(=O)c3ccccc3)CC2)c(Cl)c1)c1ccc(Br)o1	17	-2	12	-20	4	5	5	8	-2
NNC(=O)COc1cccc(Oc2ccccc2)c1	3	-5	-6	-5	3	3	2	-4	-5
Cc1ccc([C@@H]2[C@@H]3C(=O)N(C)C(=O)[C@@H]3[C@]3(C)C(=O)N(Cc4ccccn4)CC(=O)N23)o1	7	2	11	-2	-1	-1	5	3	-4
Cc1n[nH]c(C)c1CN(C)C(=O)c1cc(COc2ccc(F)c(F)c2)on1	3	-1	-4	3	8	6	-1	6	9
CCCCCCC[C@@H](C/C=C/CCC(=O)N(C)C/C(=C/Cl)C/C(=C\C(=O)N1C[C@H](O)CC1=O)OC)OC	nt	-1	5	2	nt	5	nt	41*	nt
CC1CCN(Cc2nnnn2CCCC(=O)N(C)C2CCOC2)CC1 (centres undefined)	3	-1	5	4	-8	6	-1	2	-2
Cc1cccc2cc(/C=C/C(=O)c3ccco3)c(Cl)nc12	-1	1	nt	nt	5	nt	-4	3	-2
CCOC(=O)c1ccc2[nH]c3c(c2c1)CCCC3C(=O)OCC (centres undefined)	5	1	11	5	-7	3	3	4	4
O=C(NCc1ccccn1)c1ccc(CS(=O)(=O)Cc2ccc(Cl)cc2)o1	1	5	5	6	9	2	3	15	-2
Cc1noc2ncnc(Sc3ccccc3Cl)c12	-1	6	9	2	1	4	2	4	3
c1ccc(CCNc2ncnc3scc(C4COc5ccccc5O4)c23)cc1 (centres undefined)	-1	-6	2	4	-3	-1	-7	3	-8
Cc1ccc(NS(=O)(=O)c2sc3ccc(Cl)cc3c2C)cc1	-11	-4	nt	nt	-15	nt	-9	-7	-8
CC12CN(Cc3ccccc3)CC(C)(CN(Cc3ccccc3)C1)C2=NO	-5	-5	0	-1	-5	4	6	-3	2
CCCN(CCC)CCCNC(=O)Cn1cnc2sc(C)c(S(=O)(=O)N3CCOCC3)c2c1=O	7	-1	15	9	3	4	7	5	6
CNc1nc(Cl)nc(NC(C)(C)C)n1	1	0	4	7	0	7	0	2	3
O=C(COC(=O)c1ccc([N+](=O)[O-])o1)Nc1nc2ccccc2s1	2	-13	4	11	18	1	-4	5	-2
COc1ccc2cc(CN(Cc3ccco3)Cc3nnnn3C3CCCCC3)c(=O)[nH]c2c1	4	4	-1	-2	-3	-1	7	0	-1
CCn1c(=O)c(=O)[nH]c2cc(C(=O)NC3CC3)ccc21	4	2	5	5	-1	1	-5	5	1
Cc1ccc(S(=O)(=O)/N=C(\c2ccccc2)N(C)S(=O)(=O)c2ccccc2)cc1	-3	0	8	7	10	4	5	4	-2
CCOc1ccccc1NC(=O)NS(=O)(=O)c1ccc(C)cc1	-8	-6	-1	-5	0	-3	3	3	1
CC(=O)Nc1ccccc1C(=O)N1CCN(Cc2ccccc2)CC1	-5	-1	8	0	10	-3	4	2	-1
COc1ccc(CNC(=O)c2cc(S(=O)(=O)N3CCOCC3)cn2C)cc1	1	0	9	-2	1	5	-3	0	2
Cc1cc(NC(=O)c2cnn3cccnc23)nn1CC(=O)Nc1cccnc1	-3	-1	3	-6	0	0	-1	-3	0
CCOC(=O)/C=c1\s/c(=C\c2ccc(-c3ccccc3)cc2)c(=O)n1CC(=O)NCc1ccc2c(c1)OCO2	-7	-2	-2	-15	2	2	-6	4	-5
CS(=O)(=O)Oc1ccc(Br)c2cccnc12	10	4	10	2	-4	15	-2	0	0
CC[C@@]1(C(=O)OC)N[C@H](CN(C)C(=O)c2ccc(C(C)(C)C)cc2)[C@@H]2C(=O)N(Cc3ccccc3)C(=O)[C@@H]21	nt	-2	14	5	nt	11	nt	-1	nt
O=C(O)c1ccccc1Sc1ccccc1S(=O)(=O)NC1CCCCC1	-3	-7	nt	nt	3	nt	0	1	0
CS(=O)(=O)N(Cc1ccc(C(=O)NCCSc2ccccn2)cc1)c1ccccc1	-4	-5	-2	7	-3	3	1	-2	0

The list is partial. The share of hits here may be higher or lower than overall.
